Source: PubChem BioAssay (National Center for Advancing Translational Sciences (NCATS))
GLS inh – inhibitors of human glutaminase (GLS); O94925; GLS enzymatic activity, qHTS titration; Potency, µM (doses to about 45.5 µM), for the others: at the highest dose activity change, negative = inhibition, most hits filed as inhibitors; hit rate 0.21% among 410,000; AID 624170; further: on the % scale 0 is the no-effect control and ±100 the full control effect
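hKGA in 45 mM KH2PO4 pH 8.2, 0.02% Tween-20 with pin-transferred compounds; 1 mM L-glutamine (stock) plus glutamate oxidase/HRP/Amplex Red coupling added. Fluorescence read initially and after 30 min at RT.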
12-LOX inh – inhibitors of human 12S-lipoxygenase ALOX12 | P18054 | purified 12hLO, xylenol orange hydroperoxide absorbance | Potency, µM (doses to about 108 µM), without a hit: at the top dose activity change, negative = inhibition, usual class: inhibitors | hit rate 1.1% among 580,000 | AID 1671190; further: on the % scale 0 is the no-effect control and ±100 the full control effect
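Purified human 12hLO (150 nM final) in 25 mM Hepes, 0.01% Triton X-100, pH 7.0 was preincubated 15 min at room temperature with compound. Then 40 uM arachidonic acid was added, 30 min. Hydroperoxide was read by Fe-XO absorbance ratio 573/405 nm.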
RGS4 inhibitor – human RGS4 inhibition; hit rate 0.039% among 390,000; Potency, µM (titrated, usually from 114 µM), for inactives: at the highest dose activity change, negative = inhibition, actives largely listed as inhibitors; P49798; AID 504845; Transcreener GDP fluorescence polarization, RGS4-accelerated GTP hydrolysis; further: on the % scale 0 is the no-effect control and ±100 the full control effect; nearly all actives have a fitted effect of over 75% in size; some results filed as inactive show a strong effect at the top dose
Target sequence (P49798 whole entry, looked up): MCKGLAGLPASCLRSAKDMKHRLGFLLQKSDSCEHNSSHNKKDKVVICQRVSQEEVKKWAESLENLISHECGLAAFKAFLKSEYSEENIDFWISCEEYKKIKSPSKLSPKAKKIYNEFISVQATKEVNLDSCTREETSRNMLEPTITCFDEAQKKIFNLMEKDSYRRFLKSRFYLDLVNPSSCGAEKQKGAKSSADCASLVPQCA
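MLSMR compounds (23 nl, pin-transferred) preincubated 10 min at room temperature with a 500nM (2x) first reagent, then RGS4 at 900nM (2x) plus Transcreener GDP mix added; fluorescence polarization (620/688 nm) read before and after 90 min at 30 °C.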
rTrxR1 inhibitor – blocks rat thioredoxin reductase 1; Potency, µM (series often up to 114 µM), for inactives: top-dose activity change, negative = inhibition, hits mostly inhibitors; O89049; hit rate 1% among 390,000; recombinant rTrxR1, NADPH fluorescence consumption, selenite substrate; further: on the % scale 0 is the no-effect control and ±100 the full control effect; nearly all actives have a fitted effect of over 65% in size
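Rat TrxR1 (90 nM in the dispensed reagent) was pre-reduced with 400 uM NADPH for 5 min at room temperature, then incubated with compound for 15 min. After 400 uM selenite was added, NADPH fluorescence (Ex 340/Em 450 nm) was followed for 8 min.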
JMJD2A Tudor inh – JMJD2A Tudor domain (human) inhibition; O75164; AlphaScreen JMJD2A-Tudor / H3K4me3 peptide binding; Potency, µM (doses to about 114 µM), without a hit: at the highest dose activity change, negative = inhibition, actives largely listed as inhibitors; hit rate 4.4% among 390,000; AID 504339; further: on the % scale 0 is the no-effect control and ±100 the full control effect; nearly all actives have a fitted effect of over 50% in size
HP1b chromo inh – inhibitors of HP1-beta chromodomain binding to methylated histone tails; P83916; hit rate 0.56% among 390,000; AlphaScreen HP1-beta / biotin-H3K9me3 peptide binding; Potency, µM (top dose mostly 114 µM), for inactives: at the highest dose activity change, negative = inhibition, usual class: inhibitors; further: nearly all actives have a fitted effect of over 70% in size; inactives centre near 23
Target sequence (P83916 whole entry, looked up): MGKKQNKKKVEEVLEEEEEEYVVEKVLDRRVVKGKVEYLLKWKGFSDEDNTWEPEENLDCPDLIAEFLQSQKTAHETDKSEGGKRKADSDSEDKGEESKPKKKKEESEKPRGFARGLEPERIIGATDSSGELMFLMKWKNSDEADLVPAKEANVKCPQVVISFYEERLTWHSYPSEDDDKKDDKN
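AlphaScreen: HP1-beta (50 nM) preformed 30 min with biotin-H3(1-18)K9me3 peptide (50 nM) in PBS pH 7.4, 0.01% Tween-20. Compound added for 30 min at RT, then streptavidin donor/nickel chelate acceptor beads (10 ug/mL) for 30 min.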
ERG Ets-DNA blk – inhibitors of human ERG Ets domain-DNA interaction | fluorescence polarization, His-ERG Ets domain / labelled DNA | hit rate 0.028% among 370,000 | Potency, µM (doses to about 76.9 µM), for the others: top-dose FP activity, negative = inhibition, hits mostly inhibitors; active means well fitted inhibition curve with a large enough effect in the polarisation, with a control signal flat; inconclusive means small, poorly fitted or top-dose-only effect, or effect the other way, or a change in a side signal; inactive means no such curve, though single readings can be large or run the other way; the % refers to the polarisation;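 further: polarization taken with two DNA probes labelled with fluorescein and Texas red; % of control where 0% means no effect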
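His-tagged ERG Ets domain (1 uM in the protein solution; 300mM KCl, 50mM Tris-HCl, 1mM EDTA, 1mM DTT, pH 7.5) received compound, then a probe mix of 5 nM fluorescein-DNA and 100nM Texas-615-DNA. Fluorescence polarization was read for both dyes.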
Tb PGK inh – T. brucei PGK inhibition. P07378. PGK/GAPDH coupled, Kinase-Glo luminescence, 60 min. Potency, µM (series often up to 57.5 µM), without a hit: at the top dose activity change, negative = inhibition, usual class: inhibitors. hit rate 0.043% among 380,000. AID 602233; further: on the % scale 0 is the no-effect control and ±100 the full control effect; nearly all actives have a fitted effect of over 60% in size
Target sequence (P07378 whole entry, looked up): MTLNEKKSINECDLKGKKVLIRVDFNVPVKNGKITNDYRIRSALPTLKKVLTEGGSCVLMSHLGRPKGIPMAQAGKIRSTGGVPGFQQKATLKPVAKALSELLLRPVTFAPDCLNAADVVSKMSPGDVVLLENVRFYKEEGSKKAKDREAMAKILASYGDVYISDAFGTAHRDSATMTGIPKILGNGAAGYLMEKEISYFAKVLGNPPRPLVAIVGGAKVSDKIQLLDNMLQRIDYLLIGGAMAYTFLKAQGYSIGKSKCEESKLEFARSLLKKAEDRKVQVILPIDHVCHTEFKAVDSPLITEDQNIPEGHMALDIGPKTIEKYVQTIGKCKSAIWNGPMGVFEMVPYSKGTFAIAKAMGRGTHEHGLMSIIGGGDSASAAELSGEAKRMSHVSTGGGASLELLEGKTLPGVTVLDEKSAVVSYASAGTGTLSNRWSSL
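Recombinant glycosomal PGK reaction used 1,3-bisphosphoglycerate generated in-well by GAPDH (100nM final) in 100mM TEA pH 7.6, 5mM MgCl2, 0.01% Tween-20. After 60 minutes at room temperature, ATP was read by Kinase-Glo Plus luminescence end-point.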
Pin1 inh – inhibitors of human Pin1. Pin1 FP peptide displacement, HiFluor488, 10 min. Potency, µM (series often up to 115 µM), inactives show at the highest dose activity, negative = inhibition, hits mostly inhibitors. hit rate 0.009% among 390,000. AID 504891; active means well fitted inhibition curve with a large enough effect in the polarisation, with a control signal flat, not every such curve was filed as active; inconclusive means small, poorly fitted or top-dose-only effect, or effect the other way, or a change in a side signal; inactive means no such curve, though single readings can be large or run the other way; the % refers to the polarisation; further: on the % scale 0 is the no-effect control and ±100 the full control effect
Target sequence (Q13526 whole entry, looked up): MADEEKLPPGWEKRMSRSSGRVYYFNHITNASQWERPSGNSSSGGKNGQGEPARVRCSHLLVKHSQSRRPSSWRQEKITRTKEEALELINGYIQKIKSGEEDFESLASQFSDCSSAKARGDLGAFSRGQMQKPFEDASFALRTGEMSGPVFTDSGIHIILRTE
* marks the source's active call; other numbers are inactive results; i = inactive; ? = inconclusive; nt = no result given; & = joins results of further samples; [ ] = remark or other dose. Unless noted, the call rests on the fitted dose curve; in most records, active means well fitted curve in the direction sought with a large enough effect; inconclusive means small, poorly fitted or top-dose-only effect, or another doubt; inactive means no such curve, though single readings can be large; an effect the other way counts as inactive or inconclusive. Potency means the concentration at half of the fitted maximal effect. Not all compounds are listed; the hit share may differ from the screen's.

Each structure is followed by: GLS inh, 12-LOX inh, RGS4 inhibitor, rTrxR1 inhibitor, JMJD2A Tudor inh, HP1b chromo inh, ERG Ets-DNA blk, Tb PGK inh, Pin1 inh
> FC(F)(F)c1ccccc1Nc1nccs1
    18%, ?, ?, 0%[57.1 µM], 50µM*, 57%[activator], 4%, -6%, 7%
> COc1cc(/C=C/C(=O)OCC(=O)N(C)CC(=O)Nc2ccc(F)cc2)ccc1OC(F)F
    0%, -7%, 0%, 10%, -18%, 32%, -3%, 5%, ?
> CCOC(=O)c1c(C)[nH]c(C)c1C(=O)COC(=O)CCOc1ccccc1OC
    0%, -10%, 6%, -8%[57.1 µM], 79µM*, -23%, -6%, -1%, 6%
> Cc1ccc(N2C(=O)C3C4C=CC(CC4)C3C2=O)cc1Br (stereo not given)
    4%, -2%, -9%, 22%, -13%, 21%, -5%, i, -10%
> CCc1ccc(-n2c(=O)c3c4c(sc3n(CC(=O)c3ccc(Br)cc3)c2=O)CCC4)cc1
    3%, -19%, 6%, -24%, -21%, 18%, 2%, 8%, 14%
> Cc1cccc(C)c1Nc1nnc(SCC(=O)c2ccc3c(c2)NC(=O)CO3)s1
    10%, 5%, -19%, -15%, -17%, 22%, 0%, 3%, 0%
> Cc1cc(C)cc(N(C(=O)c2ccccn2)C(C(=O)NC2CCCCC2)c2cccs2)c1 (stereo not given)
    2%, -2%, -10%, -3%, -21%, 16%, nt, 0%[11.5 µM], -9%
> Cc1cc(N/N=C/c2ccccc2)nc(N2CCOCC2)n1
    0%, 2%, -18%, 1%[57.1 µM], -13%, 5%, 7%, -8%, -2%
> Cc1ccc(NC(=O)c2cc3c(Cl)nc4ccc(C)cc4c3s2)c(Cl)c1
    -2%, -21%, 31%, -3%, -7%, 37%[activator], 1%, 1%, 5%
> Cc1cc(Nc2ccccc2O)c2ccccc2n1
    17%, -10%, 17%, -6%[57.1 µM], -13%, 20%, -6%, -6%, 16%
> COCc1cc(N2CCOCC2)nc(-c2ccccc2)n1
    -2%, 1%, 8%, 16%[57.1 µM], -4%, -15%, -7%, i, 2%
> CCCCC(NC(=O)CCc1c(C)c2cc3c4c(oc3c(C)c2oc1=O)CCCC4)C(=O)O (stereo not given)
    -2%, -1%, 6%, -6%, -21%, 15%, -4%, 5%, ?
> COc1ccccc1N(C1=NCCCS1)S(=O)(=O)c1ccc(C(C)(C)C)cc1
    -17%, -1%, 2%, 25%[57.1 µM], -35%, 2%, 2%, -1%, 6%
> COc1cccc(CN2CCC(C(=O)N3CCN(Cc4ccc5c(c4)OCO5)CC3)CC2)c1
    5%, ?, ?, 18%, 0.89µM*, ?, -3%, -3%, -10%
> CCc1nnc(NS(=O)(=O)c2ccc(NC(=O)OC)cc2)s1
    -1%, -17%, -22%, 21%, -1%, 70%[activator], 0%, i, 0%
> O=C(O)CCC(=O)N1CCC(C(=O)c2cccc(Cl)c2)CC1
    -11%, 0%, 11%, ?, -8%, 19%, -8%, -3%, 0%
> CCOc1cc(N2CCOCC2)c(OCC)cc1NC(=O)c1ccc(S(=O)(=O)N2CC(C)OC(C)C2)cc1 (stereo not given)
    14%, 355%[activator], 9%, 14%, ?, -3%, 2%, -7%, ?
> COc1ccc(-c2noc(CSc3nnc(-c4ccncc4)n3-c3ccc(OC)cc3)n2)cc1
    5%, -10%, -34%, -19%, -32%, 5%, -2%, 5%, -1%
> CCc1ccc(CN(C)C(=O)c2ccc3c(c2)OCCO3)cc1
    -1%, -7%, -15%, 6%, 6%, 36%, 11%, i, 5%
> O=S(=O)(NCCNS(=O)(=O)c1ccccc1)c1ccccc1
    -2%, ?, 1%, 3%[57.1 µM], -6%, 34%, -3%, i, -3%
> CC1CN(Cc2cc(=O)[nH]c(C(C)C)n2)CC(C)O1 (stereo not given)
    -1%, 0%, 16%, 14%, -12%, 11%, 4%, -5%, -10%
> CC(C)(C)N1C(=O)c2ccccc2NC(=O)N1Cc1ccc(Br)cc1
    3%, 0%, 36%, 4%[57.1 µM], 2%, 9%, -4%, -6%, -11%
> O=C(CSc1nnc2ccccn12)Nc1ccccc1Cl
    4%, 1%, 17%, 14%, -21%, -13%, 2%, 2%, 1%
> COc1ccc(CNC(=O)CSc2nnc(NC(=O)c3ccccc3F)s2)cc1
    -8%, 6%, -10%, 20%[57.1 µM], 11%, 20%, -3%, -2%, 2%
> Cc1ccc(C)c(OCc2nnc(NC(=O)c3ccco3)s2)c1
    0%, 0%, -26%, 6%, -25%, 24%, -4%, -9%, 11%
> COc1cc(CN2CCCC(CO)(Cc3cccc(Cl)c3)C2)cc(OC)c1O (stereo not given)
    11%, ?, -8%, -20%, -24%, 6%, -2%, -9%, 5%
> COc1ccc(-n2nc3c(c2NC(=O)c2ccc4c(c2)OCO4)CS(=O)(=O)C3)cc1
    2%, ?, 11%, -25%, -20%, 15%, -6%, 1%, ?
> C=CCn1cc(C(=O)c2cc(Br)ccc2O)cc(C#N)c1=O
    9%, ?, -14%, -7%, -11%, 14%, 22%, 6%, 22%
> COc1ccc(CN(Cc2cc3cc(C)ccc3[nH]c2=O)C(=O)N(C)C)cc1
    ?, 0%, 4%, -17%, -23%, 11%, 7%, i, -10%
> COc1ccc(CCNC(=O)c2cn(C)c3ccc(S(=O)(=O)N4CCOCC4)cc3c2=O)cc1OC
    -7%&-9%, -1%&-14%, -4%&-23%, ?, -9%&-6%, 34%&59%, 4%&-1%, -10%&-6%, 0%&-4%
> CCn1c(SCc2c(F)cccc2Cl)nnc1-c1ccco1
    2%, -9%[57.4 µM], 12%, -8%, -14%, 12%, nt, 1%[11.5 µM], 1%
> COc1cc(Cl)cc(C(=O)O)c1OCC(=O)O
    9%, 10%, 21%, 10%[57.1 µM], ?, 17%, 1%, -9%, -10%
> CCOC(=O)c1ccc(Oc2nc(SC)nc(N(C)C)n2)cc1
    -6%, -17%, -11%, -11%, 48%[activator], 124%[activator], 4%, 0%, 1%
> Cc1ccc(CC(CC(=O)O)C(=O)NC2CCCCC2)cc1 (stereo not given)
    nt, 0%, -7%, 1%, -4%, 40%[activator], -1%, 0%, -2%
> C=C(C)CSc1nc2sc3c(c2c(=O)n1-c1ccccc1)CCC(C)C3 (stereo not given)
    1%, -4%, -15%, 22%, -3%, 31%, -3%, i, -4%
> COc1ccc(S(=O)(=O)NC(C)C(=O)N2CCCC2)cc1Cl (stereo not given)
    10%, 1%, 4%, 7%, -10%, 42%[activator], -1%, 7%, -1%
> CCOc1ccc2c(c1)OC(c1ccccc1)(C(F)(F)F)NC2=O (stereo not given)
    0%, 10%, 2%, -6%[57.1 µM], 7%, 24%, -2%, 6%, 18%
> O=C(Nc1ncccc1O)C1CCN(S(=O)(=O)c2ccc3ccccc3c2)CC1
    29%, -13%, 9%, -9%, -32%, 1%, -13%, 12%, 0%
> O=C(c1ccc2c(c1)OCO2)N1CCN(c2ccccc2F)CC1
    -1%, 0%, -1%[11.4 µM], 1%[57.1 µM], 8%[57.1 µM], 41%[activator], 13%, i, 2%
> CC1(C)C(=O)OC(C(=O)c2ccccc2)C2(CCCCC2)C1=O (stereo not given)
    -1%, 4%, 17%, 0%, 11%[57.1 µM], 39%[activator], -3%, -10%, 1%
> CCCCn1c(SCC(=O)NCCCOC)nc2c(sc3ccccc32)c1=O
    0%, -1%, -12%, 15%[0.457 µM], -4%, 69%[activator], -1%, 2%, 0%
> O=C(CSc1nn(-c2ccc(F)cc2)c(=S)s1)NC1CCS(=O)(=O)C1 (stereo not given)
    -3%, -5%, -31%, 36%[57.1 µM], -1%, 30%, 6%, i, 4%
> N#CC(=C1CCCC1)c1nc(-c2cc3ccccc3oc2=O)cs1
    -3%, -24%, 4%, -2%, -4%, 60%[activator], nt, nt, 38%[activator]
> COc1cccc(CN(C(=O)c2ccco2)C(C(=O)NC2CCCC2)c2cccnc2)c1 (stereo not given)
    6%, 169%[activator], -27%, 4%, -22%, 25%, 0%, -2%, -2%
> CC(=O)N1c2ccccc2CC1C(=O)N1CCN(c2ccc(F)cc2)CC1 (stereo not given)
    9%, -14%, -8%, 11%[57.1 µM], -12%, 36%, -2%, -1%, -8%
> CC(=O)Nc1ccc(S(=O)(=O)Nc2ccccc2C(=O)N2CCOCC2)cc1
    0%, 10%, -24%, 16%, -6%, 32%, 5%, -4%, -2%
> O=C(NCc1ccc2c(c1)OCO2)C(=O)NCC1OCCN1S(=O)(=O)c1ccc(F)cc1 (stereo not given)
    -5%, 0%, 21%, -10%, -8%, 35%, 2%, 1%, 5%
> COc1ccc(C(=O)Nc2ccccc2-c2nnn(CC(=O)NCc3ccco3)n2)cc1
    -9%, 1%, -14%[11.4 µM], -6%, 7%[11.4 µM], 71%[activator], -16%, -2%, 9%
> COc1ccc(S(=O)(=O)N(C)CC(=O)N2CCN(C)CC2)cc1Cl
    1%, 5%, -22%, 13%, -16%, 23%, -5%, -6%, -8%
> COc1cccc(Nc2nc3ccccc3c3nncn23)c1
    -5%, -22%, -7%, 12%, 9%, 49%[activator], -1%, -9%, 6%
> CCOc1ccccc1NC(=O)CSc1ncc2c(n1)-c1ccccc1N(CC)S2(=O)=O
    -2%, -22%, -12%, 30%[57.1 µM], -2%, 28%, 8%, -7%, 30%[activator]
